Screening results (PubChem)
HP1b chromo inh – HTS for Inhibitors of HP1-beta Chromodomain Interactions with Methylated Histone Tails; AID 540317, 2011; AlphaScreen HP1-beta / biotin-H3K9me3 peptide binding; Potency, µM (series often up to 114 µM), for the others: at the top dose activity change, negative = inhibition, usual class: inhibitors; 0.56% of 390,000 active; further: potency means the concentration at half of the fitted maximal effect; nearly all actives have a fitted effect of over 70% in size; inactives centre near 23
Target sequence (P83916 whole entry, looked up): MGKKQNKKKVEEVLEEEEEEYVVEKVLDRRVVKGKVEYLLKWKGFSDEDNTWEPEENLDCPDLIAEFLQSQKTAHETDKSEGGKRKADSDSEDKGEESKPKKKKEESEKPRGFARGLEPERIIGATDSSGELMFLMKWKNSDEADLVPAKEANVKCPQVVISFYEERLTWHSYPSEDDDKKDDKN
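AlphaScreen: HP1-beta (50 nM) preformed 30 min with biotin-H3(1-18)K9me3 peptide (50 nM) in PBS pH 7.4, 0.01% Tween-20. Compound added for 30 min at RT, then streptavidin donor/nickel chelate acceptor beads (10 ug/mL) for 30 min.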
PGK inhibitor – qHTS Assay to Find Inhibitors of Phosphoglycerate Kinase | 0.043% of 380,000 active | Phosphoglycerate kinase, glycosomal (Trypanosoma brucei brucei), P07378 | PGK/GAPDH coupled, Kinase-Glo luminescence, 60 min | Potency, µM (doses to about 57.5 µM), for inactives: at the highest dose activity change, negative = inhibition, actives largely listed as inhibitors; further: potency means the concentration at half of the fitted maximal effect; on the % scale 0 is the no-effect control and ±100 the full control effect; nearly all actives have a fitted effect of over 60% in size
Target sequence (P07378 whole entry, looked up): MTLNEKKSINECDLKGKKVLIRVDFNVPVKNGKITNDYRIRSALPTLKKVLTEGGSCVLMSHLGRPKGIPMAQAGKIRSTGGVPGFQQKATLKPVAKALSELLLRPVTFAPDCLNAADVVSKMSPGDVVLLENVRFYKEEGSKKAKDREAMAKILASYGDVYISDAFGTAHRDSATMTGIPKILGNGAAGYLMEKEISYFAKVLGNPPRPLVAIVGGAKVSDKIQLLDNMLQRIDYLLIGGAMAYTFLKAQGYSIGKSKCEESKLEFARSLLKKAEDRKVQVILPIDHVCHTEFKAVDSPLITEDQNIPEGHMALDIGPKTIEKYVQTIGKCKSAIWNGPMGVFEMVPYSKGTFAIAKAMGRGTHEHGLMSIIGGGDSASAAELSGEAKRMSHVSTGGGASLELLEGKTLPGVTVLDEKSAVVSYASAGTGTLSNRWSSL
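Recombinant glycosomal PGK reaction used 1,3-bisphosphoglycerate generated in-well by GAPDH (100nM final) in 100mM TEA pH 7.6, 5mM MgCl2, 0.01% Tween-20. After 60 minutes at room temperature, ATP was read by Kinase-Glo Plus luminescence end-point.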
GLS inhibitor – qHTS for Inhibitors of Glutaminase (GLS). Glutaminase kidney isoform, mitochondrial (Homo sapiens), O94925. GLS enzymatic activity, qHTS titration. Potency, µM (doses to about 45.5 µM), for the others: top-dose activity change, negative = inhibition, actives largely listed as inhibitors. 0.21% of 410,000 active; further: potency means the concentration at half of the fitted maximal effect; on the % scale 0 is the no-effect control and ±100 the full control effect
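hKGA; 45 mM KH2PO4 pH 8.2 + 0.02% Tween-20; cpd via pin tool; 1 mM Gln soln; GluOx/HRP/Amplex Red; RT 30 min; fluor. t0 & final.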
G9a inh – qHTS Assay for Inhibitors of Histone Lysine Methyltransferase G9a; Potency, µM (top dose mostly 102 µM), inactives show at the highest dose activity, negative = inhibition, most hits filed as inhibitors; 8.8% of 350,000 active; Histone-lysine N-methyltransferase EHMT2 (Homo sapiens), Q96KQ7; G9a H3K9 monomethylation, AlphaScreen, 2 h; AID 504332, 2011; further: potency means the concentration at half of the fitted maximal effect; on the % scale 0 is the no-effect control and ±100 the full control effect; nearly all actives have a fitted effect of over 75% in size
Target sequence (Q96KQ7 913-1193 limits assumed): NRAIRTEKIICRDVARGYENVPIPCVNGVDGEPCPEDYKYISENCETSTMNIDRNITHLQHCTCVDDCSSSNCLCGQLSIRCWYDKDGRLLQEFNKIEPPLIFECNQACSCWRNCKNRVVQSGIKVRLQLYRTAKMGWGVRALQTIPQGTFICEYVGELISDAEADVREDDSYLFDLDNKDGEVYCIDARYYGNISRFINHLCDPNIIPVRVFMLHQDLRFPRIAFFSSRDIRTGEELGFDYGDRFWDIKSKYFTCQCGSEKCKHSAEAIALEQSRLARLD
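Readings reflect AlphaScreen signal from monomethyl-H3K9 antibody detection. HMT at 20 nM; substrate b-H3K9 500 nM; cofactor SAM 20 uM; 2 h RT reaction; compounds tested as titrations in qHTS with 15 min preincubation.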
PI4K2A inh – qHTS for small molecular inhibitors of PI4K2A; 0.13% of 420,000 active; Phosphatidylinositol 4-kinase type 2-alpha (Homo sapiens), Q9BTU6; purified PI4K2A, ADP-Glo luminescence, 1 h; hits give low values; activity change, negative = inhibition, % at 76.9 µM; in the data active means activity change below about -50%; inconclusive means mostly about -30% to -49%;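 further: -100% = wells without enzyme as full effect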
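PI4K2A activity was measured by ADP-Glo luminescence: enzyme (4 ug/mL stock) and phosphatidylinositol (1.2 mM stock) in Tris pH 7.5/MgCl2/EGTA/Triton X-100 buffer were reacted with ATP (300 microM stock) for one hour at ambient temperature.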
BAZ2B block – qHTS Assay for Inhibitors of BAZ2B; AlphaScreen BAZ2B-H3K14Ac peptide displacement; 4.4% of 360,000 active; Bromodomain adjacent to zinc finger domain protein 2B (Homo sapiens), Q9UIF8; Potency, µM (series often up to 114 µM), for inactives: at the highest dose activity change, negative = inhibition, most hits filed as inhibitors; AID 504333, 2011; further: potency means the concentration at half of the fitted maximal effect; on the % scale 0 is the no-effect control and ±100 the full control effect; nearly all actives have a fitted effect of over 60% in size
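AlphaScreen luminescence quantifies BAZ2B engagement of H3K14Ac peptide; the protein and biotinylated peptide are both at 50 nM final, buffer PBS pH 7.4 with 0.01% Tween-20, all steps at room temperature.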
JMJD2A Tudor – qHTS Assay for Inhibitors of JMJD2A-Tudor Domain; Lysine-specific demethylase 4A (Homo sapiens), O75164; AlphaScreen JMJD2A-Tudor / H3K4me3 peptide binding; Potency, µM (series often up to 114 µM), without a hit: at the highest dose activity change, negative = inhibition, most hits filed as inhibitors; 4.4% of 390,000 active; AID 504339, 2011; further: potency means the concentration at half of the fitted maximal effect; on the % scale 0 is the no-effect control and ±100 the full control effect; nearly all actives have a fitted effect of over 50% in size
Pin1 inhibitor – qHTS Assay to Find Inhibitors of Pin1; Peptidyl-prolyl cis-trans isomerase NIMA-interacting 1 (Homo sapiens), Q13526; Pin1 FP peptide displacement, HiFluor488, 10 min; Potency, µM (top dose mostly 115 µM), without a hit: at the top dose activity, negative = inhibition, actives largely listed as inhibitors; 0.009% of 390,000 active; active means well fitted inhibition curve with a large enough effect in the polarisation, with a control signal flat, not every such curve was filed as active; inconclusive means small, poorly fitted or top-dose-only effect, or effect the other way, or a change in a side signal; inactive means no such curve, though single readings can be large or run the other way; the % refers to the polarisation; further: potency means the concentration at half of the fitted maximal effect; on the % scale 0 is the no-effect control and ±100 the full control effect
Target sequence (Q13526 whole entry, looked up): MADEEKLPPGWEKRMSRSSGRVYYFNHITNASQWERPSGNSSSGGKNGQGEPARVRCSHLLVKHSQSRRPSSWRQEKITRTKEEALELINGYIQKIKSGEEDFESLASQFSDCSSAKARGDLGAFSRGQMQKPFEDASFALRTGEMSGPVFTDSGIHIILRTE
ERG Ets-DNA blk – qHTS for Small Molecule Inhibitors of the ERG Ets/DNA interaction | Transcriptional regulator ERG (Homo sapiens), P11308 | fluorescence polarization, His-ERG Ets domain / labelled DNA | Potency, µM (doses to about 76.9 µM), without a hit: at the highest dose FP activity, negative = inhibition, actives largely listed as inhibitors | 0.028% of 370,000 active | AID 624246, 2012; active means well fitted inhibition curve with a large enough effect in the polarisation, with a control signal flat; inconclusive means small, poorly fitted or top-dose-only effect, or effect the other way, or a change in a side signal; inactive means no such curve, though single readings can be large or run the other way; the % refers to the polarisation;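 further: polarization taken with two DNA probes labelled with fluorescein and Texas red; potency means the concentration at half of the fitted maximal effect; % of control where 0% means no effect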
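His-tagged ERG Ets domain (1 uM in the protein solution; 300mM KCl, 50mM Tris-HCl, 1mM EDTA, 1mM DTT, pH 7.5) received compound, then a probe mix of 5 nM fluorescein-DNA and 100nM Texas-615-DNA. Fluorescence polarization was read for both dyes.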
Starred values were filed as active, the others as inactive; i = inactive; u = inconclusive; x = not tested or not shown; [ ] = another dose, or the depositor's remark. Unless noted, the call rests on the fitted dose curve; in most records, active means well fitted curve in the direction sought with a large enough effect; inconclusive means small, poorly fitted or top-dose-only effect, or another doubt; inactive means no such curve, though single readings can be large; an effect the other way counts as inactive or inconclusive. The order is random; about 11% have a hit in one of these screens.

SMILES	HP1b chromo inh	PGK inhibitor	GLS inhibitor	G9a inh	PI4K2A inh	BAZ2B block	JMJD2A Tudor	Pin1 inhibitor	ERG Ets-DNA blk
CCCCN(C(=O)c1ccc([N+](=O)[O-])o1)c1c(N)n(CC(C)C)c(=O)[nH]c1=O	5%	i	1%	28µM*	1	1%	-5%	u	x
CCCN(CCO)Cc1ccc2ccccc2c1	29%	x	-12%	-11%	3	7%	-6%	1%	x
O=C(CN1CCN(Cc2ccccc2)CC1)N/N=C/C=C/c1ccco1	4%	3%	9%	u	-1	3%	-23%	-1%	-4%
CCOC(=O)CCc1c(C)c(C#N)c2[nH]c3ccccc3n2c1=O	10%	i	27%	u	4	10%	-21%	2%	-3%
CCC[C@H]1NC(=O)[C@H](C)N(C)C(=O)C(C)(C)C(=O)C(C)NC(=O)[C@H](Cc2ccc(OC)cc2)N(C)C(=O)[C@H](C(C)C)N(C)C(=O)CNC(=O)[C@H](CC(C)C)N(C)C(=O)CNC(=O)[C@H]([C@@H](C)CC)OC(=O)[C@H]1C (stereo partly specified)	-6%	-8%	-8%	x	-8	x	22µM*	1%	-3%
O=C(CCNC(=O)c1ccc([N+](=O)[O-])cc1)Nc1cccc(S(=O)(=O)N2CCCCC2)c1	-10%	-9%	-1%	x	-1	u	u	-2%	11%
COc1ccc(-c2cc(C(=O)NCCCn3ccnc3)no2)cc1OC	12%	-6%	-2%	16%[12.7 µM]	1	-34%	9%[57.1 µM]	0%	-7%
CC(=O)c1ccc(NC(=O)COC(=O)c2ccccc2Nc2ccccc2)cc1	11%	-9%	10%	2%[59 µM]	-5	4%	-21%[57.1 µM]	1%	4%
O=C(NCCc1ccccc1)C1CCC(=O)N(Cc2cccc(C(F)(F)F)c2)C1 (stereo unspecified)	33%	-2%	-1%	16%	1	-1%	-2%	-3%	-5%
Cc1ccccc1C(=O)N1CCN(c2ccc(NC(=O)Cc3ccccc3)cc2)CC1	10%	-7%	27%	u	-4	-27%	-23%	2%	4%
CN(CC(=O)Nc1ccccc1C(F)(F)F)C(=O)C1CC1	44%[activator]	4%	0%	2%[12.7 µM]	6	-6%	-9%	-7%	-6%
COc1ccc(C(C)NC(=O)Nc2ccc(C(C)=O)cc2)cc1OC (stereo unspecified)	49%[activator]	-6%	-3%	x	-6	-26%	-7%	23%	5%
CCOC(=O)c1c(C(C)(C)C)oc2ccc(O)cc12	25%	-7%	-9%	46%	6	-38%	-10%	5%	-4%
COc1ccc(S(=O)(=O)Nc2ccc(S(=O)(=O)N3CCCCC3)cc2)cc1	19%	-10%	-8%	u	0	-1%[57.1 µM]	-19%	u	-8%
O=c1ccc(S(=O)(=O)N2CCCC2)cn1Cc1ccc(Cl)cc1Cl	42%[activator]	i	2%	12%[12.7 µM]	1	1%	-1%	4%	5%
COc1ccccc1NC(=O)c1oc2ccccc2c1NC(=O)c1cccc(OC)c1OC	88%[activator]	-2%	2%	26%[59 µM]	0	-1%	2%	4%	1%
CCOc1ccc(C(=O)Nc2cccc(-n3cnnn3)c2)cc1OCC	29%	5%	4%	86%[activator]	1	-17%[57.1 µM]	-14%	0%	1%
O=c1oc(-c2cccs2)nc2ccc(Br)cc12	17%	3%	13%	27%[12.7 µM]	10	7%	9%	2%	-4%
Cc1ccc(-n2nnnc2SCC(=O)Nc2cc(C)on2)c(C)c1	29%[57 µM]	i	-13%	5%	3	-17%	-4%	1%	2%
COc1ccc(NC(=S)N2CCN(C/C=C/c3ccccc3)CC2)cc1	-8%	-6%	25%	u	1	-37%	u	-1%	18%
COc1cc(NC(C)=O)ccc1NC(=O)c1cc2ccccc2o1	40%[activator]	-1%	1%	33%	-5	-32%	-6%	1%	-7%
CC1CCC2(CC1)NC(=O)N(CC(=O)c1ccc3c(c1)OCO3)C2=O (stereo unspecified)	10%	-4%	7%	x	1	x	-13%	10%	2%
Cc1cc(C(=O)CSc2ccc(F)cc2)cc(C)c1O	25%	i	1%	u	-4	7%	-3%	7%	7%
Cc1nnc(NC(=O)CSCc2cc(=O)c3ccc(C)c(C)c3[nH]2)s1	28%[57 µM]	-10%	-3%	-2%[59 µM]	-5	2%	-6%	2%	2%
COc1ccc(OC)c(S(=O)(=O)CC(O)COc2ccccc2Cl)c1 (stereo unspecified)	24%	1%	-4%	5%[12.7 µM]	0	u	9%	-12%	-5%
CC(=O)c1ccc(Nc2nc3ccccc3nc2NS(=O)(=O)c2cccs2)cc1	30%[57 µM]	-3%	21%	3%	3	9%	13%	-3%	11%
Cc1ccc(Nc2cccccc2=O)cc1	-24%	-8%	u	-11%	-15	-11%	u	4%	3%
CC(=O)OC/C=C(\C)CCC=C(C)C	64%[activator]	-9%	-3%	9%[12.7 µM]	-4	-9%	-7%	3%	3%
Cc1c(NS(=O)(=O)c2ccc(Br)s2)c(=O)n(-c2ccccc2)n1C	21%	-1%	22%	8%[59 µM]	11	-6%	9%	3%	11%
COc1ccc(-n2c(COc3cccc4ccccc34)nnc2SCC(=O)NCc2ccco2)cc1	u	5%	-3%	-7%[12.7 µM]	-2	-35%	u	5%	0%
COc1ccc2c(c1)C(=O)N(c1ccc(C)cc1)C(=O)C2	7%	7%	22%	6%[59 µM]	10	7%	-14%	0%	3%
Cc1cc(CNC(=O)CC2C(=O)NCCN2Cc2ccccc2C(F)(F)F)nn1C (stereo unspecified)	42%[activator]	-8%	1%	u	-2	-3%	-13%	-18%	5%
O=C(NC1CCS(=O)(=O)C1)c1ccc(S(=O)(=O)N2CCCCC2)cc1 (stereo unspecified)	12%	-9%	-7%	-5%	1	12%	-7%	-3%	-8%
CCCn1cc(NC(=O)c2cc(-c3ccccc3)on2)cn1	52%[activator]	i	-6%	18%	6	-6%	-2%	-1%	9%
CC1Nc2ncnc(N3CCOCC3)c2N(Cc2ccccc2)C1=O (stereo unspecified)	31%[activator]	0%	3%	20%[2.33 µM]	-1	-26%	-24%	2%	-4%
COc1cccc2c(=O)c3c(cnn3C)n(C)c12	27%	-8%	0%	6%[12.7 µM]	-7	14%	17%	11%	-8%
CCOc1ccc(-n2nc(CO)c(C(=O)NCc3cccnc3)n2)cc1	66%[activator]	-1%	6%	5%[59 µM]	4	-2%	4%	-1%	0%
COc1ccc(CC(NC(C)=O)C(=O)NC2CCN(c3c4c(nc5ncnn35)CCC4)CC2)cc1OC (stereo unspecified)	12%	i	-6%	5%[12.7 µM]	-6	3%	8%	5%	12%
O=C(NC1CCCCC1)c1ccc([N+](=O)[O-])cc1	9%[57 µM]	-8%	0%	x	-2	x	6%	0%	-7%
CC(C)CC(=O)N/C(N)=N/c1nc2ccccc2o1	45%[activator]	-2%	u	22%	7	0%	-7%	1%	14%
COc1ccc(-c2csc(NC(=O)C3CC(=O)N(c4ccc5c(c4)OCCO5)C3)n2)cc1 (stereo unspecified)	5%	-12%	-8%	u	-2	-9%	-19%	u	-6%
CC(C)CNC(=O)CN(c1cccc(Cl)c1)S(C)(=O)=O	22%	0%	3%	x	-1	-3%	5%	-8%	8%
CC(=O)c1cccc(NC(=O)CCCOc2ccc(C)cc2)c1	0%	-11%	3%	-2%[59 µM]	0	6%	-1%[57.1 µM]	-1%	-2%
COc1ccccc1CNc1nc(-c2ccco2)nn1C(=O)c1ccccc1[N+](=O)[O-]	-1%	-10%	-3%	11µM*	1	u	u	3%	4%
CCC(C)/C(C)=N/NC(=O)CSc1nc2ccccc2[nH]1 (stereo unspecified)	34%	-3%	7%	16%	-8	-18%	-20%	4%	2%
Cc1cc(=O)[nH]c(SCC(=O)NCCc2ccccc2)n1	12%	-1%	8%	u	2	8%	-28%	0%	3%
COc1ccc(CN2C(=O)CN(C3CCCCCC3)C(=O)C2c2ccc(F)cc2)cc1 (stereo unspecified)	8%	-4%	-2%	54%[activator][59 µM]	3	-33%	u	-3%	0%
N#Cc1c2n(c3c(=S)nc[nH]c13)CCCCC2	-12%	-4%	3%	x	-5	-32%	35µM*	0%	2%
Cc1ccccc1-n1nnnc1SCC(C)C	110%[activator]	i	-12%	51%[activator]	-28	x	33%	0%	15%
Cc1ccc(CSc2nnc3nc(C)cc(C)n23)cc1	36%	-10%	-9%	-2%[59 µM]	4	-7%	-2%	11%	-4%

Some of the entries above in another layout.
| HP1b chromo inh | PGK inhibitor | GLS inhibitor | G9a inh | PI4K2A inh | BAZ2B block | JMJD2A Tudor | Pin1 inhibitor | ERG Ets-DNA blk | SMILES |
| --- | --- | --- | --- | --- | --- | --- | --- | --- | --- |
| 12% | -1% | 8% | u | 2 | 8% | -28% | 0% | 3% | Cc1cc(=O)[nH]c(SCC(=O)NCCc2ccccc2)n1 |
| 110%[activator] | i | -12% | 51%[activator] | -28 | x | 33% | 0% | 15% | Cc1ccccc1-n1nnnc1SCC(C)C |
